MC4R antagonist: antagonists of human melanocortin 4 receptor (MC4R); MC4R-expressing cells, MTII-stimulated cAMP, LANCE TR-FRET; 360,000 tested, 0.48% active; inhibition, % at 6.5 µM; P32245;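 active = inhibition above its plate's cutoff, the mean of tested wells on that plate plus 3 SD, cut at about 29% in these data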;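 note: 0% = Melanotan II alone and 100% = Melanotan II plus saturating MCL0020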
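System: U2OS cells stably expressing human melanocortin 4 receptor (MC4R). Reagent: Melanotan II challenge after compound preincubation. Doses: 6.5 µM. Times: 30-min compound, 1-h challenge, 1-h detection, room temperature. Measured by: TR-FRET with Eu-cAMP and labeled anti-cAMP, 671 nm. Replicates: singlicate.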
Glyco luc inh: blocks N-linked glycosylation in D54 reporter cells; 360,000 tested, 0.23% active; reporter increase, % at 12.5 µM; D54 ERlucT glycosylation luciferase reporter, 24 h; percent of 100 nM tunicamycin response;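 active = mean luciferase reporter signal, scaled so untreated is 0 and the glycosylation-blocking control 100, at or above a set limit in every replicate; inconclusive = mean reaches the limit but not every replicate does; inactive = mean below the limit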;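 note: luciferase carries N-glycosylation sites so blocking glycosylation raises the light; 0% = median of neutral control wells and 100% = median of 100 nM tunicamycin wells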
CaV13 ICDI inh: Disruptors of the CACNA1D IQ motif to Ca2+-dependent inactivation inhibitor domain association, primary screening, Förster resonance energy transfer in intact living …; 340,000 tested, 0.098% active; inhibition, % at 12.3 µM; HEK cells, CFP/YFP FRET ICDI-IQ, plate reader, 10 min; percent FRET-ratio fall versus neutral wells;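 active = mean replicate inhibition of at least 30% and at least 1% of replicates passing that level; inconclusive = only one of the two criteria is met; inactive = neither criterion is met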;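 note: 0% = median of the neutral control wells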
ABHD5 PLIN5 PPI: ABHD5-PLIN5 protein interaction inhibition | Q00G26+Q8WTS1 | Split G. princeps luciferase complementation, luminescence, 4 h | inhibition, % at 4 µM | 360,000 tested, 0.78% active | AID 602281;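 active = inhibition above the mean inhibition across every tested compound plus 3 SD, cut at about 22% in these data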;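 note: 0% = DMSO only wells and the 100% control is not disclosed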
MC4R ag barr: activates human MC4R beta-arrestin recruitment; AID 540308; activation, % at 8.9 µM; 360,000 tested, 0.98% active; P32245; U2OS MC4R beta-arrestin complementation, luminescence; percent of melanotan II response, DMSO zero;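 active = activation above a per-plate cutoff, the mean activation of sample wells on that plate plus 3 SD, cut at about 8% in these data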
m5-HT2A agonist: activates the mouse 5-HT2A serotonin receptor; activation, % at 7.6 µM; AID 624169; 360,000 tested, 0.66% active; CHO-K1 mHTR2A beta-arrestin complementation, luminescence; percent of 30 µM serotonin response; P35363;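 active = activation above a run cutoff, the mean activation of all tested compounds plus 3 SD, cut at about 14% in these data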;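 note: 0% = plate median of compound wells and 100% = 30 µM serotonin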
Cardio protect: protects H9c2 cardiomyocytes from peroxide injury | protection from H2O2 cell death, % at 20 µM | H2O2 injury protection, ATPLite, 2 h | 360,000 tested, 0.63% active;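 active = compounds giving at least 50% protection of heart cells from peroxide-induced death in the single-dose screen, raw or plate-pattern-corrected value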;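 note: 0% = DMSO wells with peroxide and 100% = DMSO wells without peroxide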
Granule exo inh: lytic granule exocytosis inhibition; TALL-104 LAMP-1 surface exposure, flow cytometry; cells stimulated with thapsigargin and PMA; inhibition, % at 10 µM; 360,000 tested, 0.66% active; AID 651702;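 active = inhibition above about 55%, limit read from the data; inconclusive = no clear call, values can overlap the other calls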
ABCB6 inh 2: inhibitors of human ABC transporter ABCB6 | fluorescence ratio to DMSO, % at 10 µM | K562-ABCB6 porphyrin accumulation, flow cytometry, 1 h; active compounds read low | 360,000 tested, 0.19% active | Q9NP58;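 active = fluorescence ratio to DMSO below 75%, the collection mean minus 3 SD; inconclusive = too few cells collected in the well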;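 note: signal is porphyrin accumulated inside mitochondria; 100% equals median channel fluorescence of DMSO control wells; lower ratio means ABCB6 inhibition with less porphyrin fluorescence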
Target sequence (Q9NP58 whole entry, looked up): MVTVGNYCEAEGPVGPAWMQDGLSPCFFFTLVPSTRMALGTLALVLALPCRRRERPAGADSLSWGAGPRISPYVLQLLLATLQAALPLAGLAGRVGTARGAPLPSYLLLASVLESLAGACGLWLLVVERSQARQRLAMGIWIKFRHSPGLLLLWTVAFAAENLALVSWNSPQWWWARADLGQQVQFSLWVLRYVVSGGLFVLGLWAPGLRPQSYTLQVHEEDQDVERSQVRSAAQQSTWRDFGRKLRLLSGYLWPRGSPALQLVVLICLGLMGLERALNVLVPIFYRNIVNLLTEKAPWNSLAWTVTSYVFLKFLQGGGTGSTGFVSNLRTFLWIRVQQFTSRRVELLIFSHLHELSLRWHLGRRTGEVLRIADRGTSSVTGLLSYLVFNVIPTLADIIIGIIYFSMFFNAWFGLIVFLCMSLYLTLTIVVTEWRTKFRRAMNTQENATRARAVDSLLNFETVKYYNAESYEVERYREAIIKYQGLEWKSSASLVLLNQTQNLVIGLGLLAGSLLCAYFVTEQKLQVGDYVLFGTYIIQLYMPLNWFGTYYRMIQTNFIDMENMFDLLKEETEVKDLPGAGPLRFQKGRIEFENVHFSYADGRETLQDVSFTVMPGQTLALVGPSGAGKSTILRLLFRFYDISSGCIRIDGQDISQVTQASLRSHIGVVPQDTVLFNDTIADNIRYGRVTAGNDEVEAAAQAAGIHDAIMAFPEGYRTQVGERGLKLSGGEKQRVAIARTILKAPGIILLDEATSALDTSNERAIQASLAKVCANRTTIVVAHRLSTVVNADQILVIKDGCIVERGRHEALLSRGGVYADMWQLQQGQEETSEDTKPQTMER
PDI turbidity: inhibitors of human protein disulfide isomerase | P07237 | PDI insulin aggregation turbidity, A650, 90 min | inhibition, % at 10 µM | 350,000 tested, 0.052% active | AID 588391;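 active = mean inhibition across replicates of 30% or more, whatever share of single replicates reach that level; inconclusive = mean inhibition below 30% while every single replicate reaches 30%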;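 note: absorbance from insulin aggregation driven by PDI reduction with DTT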
Numbers without * were called inactive; ? = inconclusive; . = no result given.

SMILES	MC4R antagonist	Glyco luc inh	CaV13 ICDI inh	ABHD5 PLIN5 PPI	MC4R ag barr	m5-HT2A agonist	Cardio protect	Granule exo inh	ABCB6 inh 2	PDI turbidity
C[C@H](NC(=O)C1CCC(CNC(=O)[C@@H]2CCCN2C(=O)OC(C)(C)C)CC1)C(=O)O (some centres undefined)	12	0	-3	1	-0.9	-1	3	2	101	-11
CC(C)c1ccc(NC(=O)Nc2nc(C(N)COCc3ccccc3)cs2)cc1 (centres undefined)	20	-14	-10	-7	8.0	10	-12	15	94	13
Cc1cccc(NC(=O)NNC(=O)c2ccc3ccccc3c2)c1	6	3	-5	-1	-3.3	-1	3	-2	98	-4
COc1cc(NC(=S)NC(=O)c2ccc(C)cc2C)ccc1NC(=O)c1cccs1	-1	-3	-5	2	2.4	0	-19	11	104	-4
COc1ccc(CC(=O)N(c2ccccc2)c2nc(C)cs2)cc1	9	1	-18	-5	-0.8	-1	-9	-6	100	-6
CCN(C[C@H]1N[C@@](CC)(C(=O)OC)[C@H]2C(=O)N(C)C(=O)[C@@H]12)S(=O)(=O)c1ccccc1	11	2	-3	8	1.9	-4	5	-3	95	-1
C=CCn1c(SCC(=O)O)nnc1-c1cccc(Cl)c1	16	1	.	2	1.0	-3	1	0	101	-3
CCN(CC)c1ccc(S(=O)(=O)N2CCOCC2)cc1NC(=O)CN1CCN(Cc2ccccc2)CC1	5	-7	-7	8	2.6	-3	-4	41	89	8
CSc1ncnc2c1ncn2CCCNC1CCN(Cc2ccccc2)CC1	2	1	-6	3	-1.3	-2	17	4	95	-9
CN(CCC1CCCCO1)C(=O)CCc1nnc(CCCCc2ccccc2)o1 (centres undefined)	5	-1	-6	-8	0.2	1	3	-5	105	4
COc1ccc(CNC(=O)COC(=O)c2ccc(F)c(S(=O)(=O)N3CCCCC3)c2)cc1OC	3	3	-5	-3	-0.4	-2	-9	0	95	10
O=c1c2ccccc2oc2ncccc12	10	1	-3	9	1.9	2	6	-1	92	6
CC(Oc1ccc(C#N)cc1)C(=O)N1CC=C(c2ccccc2)CC1 (centres undefined)	7	3	-4	2	-0.4	2	2	-2	95	-4
Cc1cc(C(F)F)n2ncc(C(=O)N3CCc4ccccc4C3)c2n1	-4	1	.	1	-1.2	2	-4	-1	99	1
CN1CCN(c2ccc(CNS(=O)(=O)Cc3cccc(C(F)(F)F)c3)cc2)CC1	3	-2	-14	-7	-1.6	3	-15	14	92	-10
CC1(C)C(c2cccs2)=[N+]([O-])C2(CCCCC/C2=N\NC(N)=O)N1O (centres undefined)	-1	0	-4	-4	-0.8	-3	-3	-8	103	-10
COc1ccccc1-c1nc(S(=O)(=O)c2ccccc2)c(N2CCCCC2)o1	32*	1	-3	15	-0.8	0	3	-4	103	-12
Nc1cc(Cl)ccc1C(=O)OCC(=O)NC1CCCCCCC1	-5	1	-5	-2	-1.4	7	-2	14	99	-4
CCOc1ccccc1NC(=O)C(c1ccccc1)N1CCN(C(=O)c2ccco2)CC1 (centres undefined)	13	-3	-17	1	0.9	9	-8	6	100	-4
CN(Cc1ccon1)C(=O)CC1C(=O)NCCN1Cc1ccc(Cl)c(F)c1 (centres undefined)	9	0	-10	2	-4.5	-5	1	1	97	-4
CN(CC(=O)Nc1cc(Cl)ccc1-n1cncn1)Cc1ccccc1N1CCOCC1	7	1	-14	2	0.3	-3	-3	2	96	3
CCOC(=O)c1c(C)[nH]c(C=Nc2ccc(OC)cc2)c1O	-14	0	-2	-1	-2.4	-3	-4	1	92	2
Cc1cc(F)ccc1-c1cc(C(=O)NCc2cc(C(F)(F)F)cc(C(F)(F)F)c2)[nH]n1	9	-1	-11	9	6.7	3	-12	-4	97	-2
Cc1ccnc(NC(=O)c2cc3c(=O)oc4ccc(C)cc4c3s2)c1	9	-3	1	1	-0.4	9	4	?	91	-5
COc1ccc(Cl)cc1Cn1c(C)c(C(=O)NCc2ccccc2C(F)(F)F)sc1=O	2	-2	14	-1	0.1	-3	2	2	100	8
Cc1ccc(S(=O)(=O)c2ccsc2NC(=O)c2ccccc2)cc1	4	0	-4	6	-2.3	-2	-6	18	96	8
COc1ccc(-c2nnc(SCC(=O)NCC3CCCO3)o2)cc1 (centres undefined)	-2	2	.	0	-3.5	3	-1	11	107	-6
CCCCCCCCN1C(=O)[C@H](CC(=O)NCc2ccccc2)C[C@@]2(C(=O)OC)CC(C)(C)CC=C12	.	.	-16	2	.	-5	.	0	.	.
Cc1cc2cc3c(cc2nc1SCc1ccccn1)OCCO3	6	-1	-4	0	1.6	-1	1	-2	95	-9
CCOc1ccccc1NC(=O)Cc1coc2cc(C)ccc12	-4	-2	-7	-3	-1.5	-3	-12	4	100	-2
O=C(O)CCCCCN1C(=O)/C(=C\c2ccc(-c3ccc(Cl)cc3)o2)SC1=S	4	-10	-4	0	-3.3	3	-4	87*	143	-2
O=C(N/N=C/c1ccc(Cl)cc1)c1ccc2nc[nH]c2c1	12	-1	-6	-6	-2.2	-6	1	2	94	2
COc1ccccc1/C=N/N1C(=O)c2cccc3cccc(c23)C1=O	2	5	.	4	-1.7	4	13	0	97	6
Cc1ccc(NC(=O)c2nc[nH]c2C(=O)NCCCCCNC(=O)OC(C)(C)C)cc1	19	3	1	-2	6.2	4	55*	10	94	0
COc1ccc(OC(C)C(=O)Nc2ccccc2F)cc1 (centres undefined)	11	-2	1	1	-0.1	5	2	0	97	-6
O=C(Nc1ccccc1)c1ccccc1NC(=O)c1ccccc1C(=O)O	-5	1	-5	-1	-2.3	2	-4	-1	102	18
Cn1c(=O)c2ncn(CC(=O)O)c2n(C)c1=O	-1	2	-2	-1	-1.3	2	6	-7	99	-9
COC(=O)c1ccc(/C=N/N2CCN(Cc3ccccc3)CC2)cc1	4	2	.	-6	0.5	-2	-13	-4	96	-4
CCCCCn1c(C)c2c(OCC)cccc(=O)c2c1C	-1	-1	-2	-6	-0.8	3	-4	-1	103	2
N=c1ccn(Cc2ccc(Cl)c(Cl)c2)cc1	4	-3	.	-7	0.6	-3	-9	-3	92	-6
CC(C(=O)NCCC1=CCCCC1)c1ccc([N+](=O)[O-])cc1 (centres undefined)	5	-2	-6	0	-1.8	-3	0	5	101	9
Cc1ccccc1-c1cc2nc(NCc3ccncc3)n(C)c(=O)c2s1	6	-4	-7	-1	0.4	-7	-5	-2	93	18
COc1ccc(NC(=O)c2cc(S(=O)(=O)N3CCc4ccccc43)cn2C)c(OC)c1	2	-1	.	0	-0.2	3	7	-1	98	.
CC(C)CCNC(=O)Cc1c(C(=O)O)[nH]c2ccc(Cl)cc12	3	0	.	-9	-1.6	4	7	13	98	14
CCN(c1ccccc1)S(=O)(=O)c1ccc(Cl)c(NC(=O)CN2CCN(C)CC2)c1	0	-4	-6	1	-0.7	10	12	2	98	1
Cc1ccc(OCCCCN2CCCCC2)cc1	4	-2	7	-6	-0.8	-1	-2	0	101	15
CCNc1nc(OCC)nc(N2CCC(Cc3ccccc3)CC2)n1	3	-2	-4	-5	0.0	0	-12	2	108	7
N#Cc1cccc(NC(=O)c2cc(C3CCCCN3C(=O)C3CC3)on2)c1 (centres undefined)	1	1	-5	10	0.1	2	3	-3	100	11
O=C1c2ccccc2C(=O)N1CCOc1ccc(F)cc1	11	1	-6	-7	3.0	-1	4	1	110	-5
CCC(C)NC(=O)CSc1nnc(-c2ccc(C(C)(C)C)cc2)n1C (centres undefined)	16	2	-5	-3	-1.0	0	-3	-1	98	2

Continuation.
SMILES	MC4R antagonist	Glyco luc inh	CaV13 ICDI inh	ABHD5 PLIN5 PPI	MC4R ag barr	m5-HT2A agonist	Cardio protect	Granule exo inh	ABCB6 inh 2	PDI turbidity
COc1ccc(/C=C(/NC(=O)c2ccc(Br)cc2)C(=O)Nc2cccc(C(=O)O)c2)cc1	-8	0	-6	-5	-0.6	1	-4	-14	103	-8
O=c1cc(CO)occ1OCc1ccccc1	1	3	-8	-4	-1.0	-1	4	-1	94	-1
S=C(NCC1CCCO1)NC12CC3CC(CC(C3)C1)C2 (centres undefined)	8	2	-2	4	-0.6	1	3	-4	93	-1
Cc1cccc(/C=N/n2c(-c3ccncc3)n[nH]c2=S)c1	3	0	-15	0	-0.2	0	-5	-2	101	-4
CC/C(O)=C(/C#N)c1nnc2n1CCCCC2	15	1	-7	-3	0.7	3	-7	0	95	-7
O=S1(=O)CCC(NS(=O)(=O)c2cccc3cccnc23)C1 (centres undefined)	0	2	-4	9	2.3	1	-3	-1	97	-5

An excerpt from above in order of SMILES length, rising.
SMILES	MC4R antagonist	Glyco luc inh	CaV13 ICDI inh	ABHD5 PLIN5 PPI	MC4R ag barr	m5-HT2A agonist	Cardio protect	Granule exo inh	ABCB6 inh 2	PDI turbidity
O=c1c2ccccc2oc2ncccc12	10	1	-3	9	1.9	2	6	-1	92	6
CCCCCn1c(C)c2c(OCC)cccc(=O)c2c1C	-1	-1	-2	-6	-0.8	3	-4	-1	103	2
S=C(NCC1CCCO1)NC12CC3CC(CC(C3)C1)C2 (centres undefined)	8	2	-2	4	-0.6	1	3	-4	93	-1
COc1ccc(CC(=O)N(c2ccccc2)c2nc(C)cs2)cc1	9	1	-18	-5	-0.8	-1	-9	-6	100	-6
Cc1ccc(S(=O)(=O)c2ccsc2NC(=O)c2ccccc2)cc1	4	0	-4	6	-2.3	-2	-6	18	96	8
COc1ccccc1/C=N/N1C(=O)c2cccc3cccc(c23)C1=O	2	5	.	4	-1.7	4	13	0	97	6
CN(Cc1ccon1)C(=O)CC1C(=O)NCCN1Cc1ccc(Cl)c(F)c1 (centres undefined)	9	0	-10	2	-4.5	-5	1	1	97	-4
COc1cc(NC(=S)NC(=O)c2ccc(C)cc2C)ccc1NC(=O)c1cccs1	-1	-3	-5	2	2.4	0	-19	11	104	-4
COc1ccc(NC(=O)c2cc(S(=O)(=O)N3CCc4ccccc43)cn2C)c(OC)c1	2	-1	.	0	-0.2	3	7	-1	98	.

Some of these compounds in order of the CaV13 ICDI inh value, largest number first:
molecule | CaV13 ICDI inh
S=C(NCC1CCCO1)NC12CC3CC(CC(C3)C1)C2 (centres undefined) | -2
COc1ccc(/C=C(/NC(=O)c2ccc(Br)cc2)C(=O)Nc2cccc(C(=O)O)c2)cc1 | -6
CC/C(O)=C(/C#N)c1nnc2n1CCCCC2 | -7
